# Screening data from PubChem BioAssay.
# PREPL inh: inhibits the human prolyl oligopeptidase-like enzyme | inhibition, % at 5.96 µM | 320,000 tested, 0.68% active | Q4J6C6 | recombinant PREPL, fluorescence polarization activity-based probe; in the data active = inhibition above about 43%;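 also: 0% = enzyme with DMSO and 100% = wells lacking enzyme; many of its hits are not listed in these tables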
# Target sequence (Q4J6C6 whole entry, looked up): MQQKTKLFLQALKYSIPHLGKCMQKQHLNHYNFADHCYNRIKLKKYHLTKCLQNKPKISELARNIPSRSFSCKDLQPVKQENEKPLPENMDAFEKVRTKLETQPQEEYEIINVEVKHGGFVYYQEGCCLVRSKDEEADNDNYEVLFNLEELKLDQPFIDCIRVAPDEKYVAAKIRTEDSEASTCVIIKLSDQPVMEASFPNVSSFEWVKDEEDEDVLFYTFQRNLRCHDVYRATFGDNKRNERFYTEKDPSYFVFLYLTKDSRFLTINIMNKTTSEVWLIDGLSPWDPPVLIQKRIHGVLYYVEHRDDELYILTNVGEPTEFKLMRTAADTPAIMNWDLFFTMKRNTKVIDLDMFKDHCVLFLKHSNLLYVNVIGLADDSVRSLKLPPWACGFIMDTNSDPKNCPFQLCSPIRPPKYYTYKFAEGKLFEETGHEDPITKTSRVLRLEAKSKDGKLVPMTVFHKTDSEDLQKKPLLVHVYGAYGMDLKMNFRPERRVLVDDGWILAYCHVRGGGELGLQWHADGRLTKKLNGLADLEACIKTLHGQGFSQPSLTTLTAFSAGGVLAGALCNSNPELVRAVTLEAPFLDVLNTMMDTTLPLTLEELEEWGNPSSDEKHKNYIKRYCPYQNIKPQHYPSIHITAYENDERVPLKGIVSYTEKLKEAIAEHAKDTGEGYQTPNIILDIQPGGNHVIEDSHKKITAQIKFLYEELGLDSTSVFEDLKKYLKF
# PP5 inh: blocks human protein phosphatase 5 activity; inhibition, % at 6.7 µM; 320,000 tested, 0.18% active; P53041; purified PP5c, OMFP substrate fluorescence; AID 1987;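 active = inhibition above the campaign's mean inhibition across all tested compounds plus 3 SD, cut at about 9.5% in these data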;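 also: 0% = DMSO only and 100% = 100 µM cantharidin control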
# Efflux pump mplx: inhibitors of Candida antifungal efflux pumps expressed in yeast; S. cerevisiae Candida pump triplex, Nile Red efflux; inhibition, % at 10 µM; 330,000 tested, 0.44% active; AID 485275;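 active = plate passing quality check with inhibition over a set limit, or well fluorescence over plate mean plus 4 SD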;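 also: Nile Red retained in pooled yeast measured as flow cytometry median fluorescence; 0% = buffer negative control and 100% = Enniatin B positive control; higher means more Nile Red kept so more efflux inhibition; some compounds called inactive have numbers as strong as hits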
# CTSL1 counter: blocks F. hepatica cathepsin L1 in PFM18AAP counter-screen | recombinant F. hepatica cathepsin L1, Z-Leu-Arg-MCA fluorescence | AID 1906 | 300,000 tested, 0.49% active | inhibition, % at 5.96 µM;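 active = inhibition above the mean of all tested compounds plus 3 SD, set per screening campaign, cut at about 17% in these data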;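 also: 0% = plate median of test compound wells and 100% = 1 µM Z-Phe-Ala-diazomethylketone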
# PP1 inh: blocks human PP1-alpha phosphatase, a PP5 counter-screen. purified PP1alpha, OMFP fluorescence. P62136. 320,000 tested, 0.9% active. inhibition, % at 6.7 µM;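 active = inhibition above the mean inhibition of all tested compounds plus 3 SD, computed separately for each screening campaign, cut at about 15% in these data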
# Target sequence (P62136 whole entry, looked up): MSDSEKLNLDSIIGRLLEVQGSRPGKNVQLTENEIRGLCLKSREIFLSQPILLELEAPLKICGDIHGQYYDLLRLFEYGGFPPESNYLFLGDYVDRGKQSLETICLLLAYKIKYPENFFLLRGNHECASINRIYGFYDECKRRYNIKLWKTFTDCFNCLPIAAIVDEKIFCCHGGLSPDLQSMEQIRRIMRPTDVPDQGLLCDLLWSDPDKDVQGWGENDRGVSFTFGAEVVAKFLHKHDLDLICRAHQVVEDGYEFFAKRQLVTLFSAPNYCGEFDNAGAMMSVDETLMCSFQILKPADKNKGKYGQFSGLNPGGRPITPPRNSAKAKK
# ZTA DNA inh: blocks Epstein-Barr virus ZTA, an EBNA-1 counter-screen; inhibition, % at 11 µM; 320,000 tested, 0.15% active; P03206; AID 2234; ZTA-DNA binding, fluorescence polarization; in the data active = inhibition above about 33%
# HCV core dimer: blocks dimerization of HCV core protein | TR-FRET GST/Flag-core106 dimerization, 1536-well | inhibition, % at 5 µM | 300,000 tested, 0.33% active | AID 1899;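 active = inhibition above the mean of all tested compounds plus 3 SD, set per screening campaign, cut at about 45% in these data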
#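 Assay system: Tagged HCV core106 pair (GST and Flag) | Buffer or medium: KF-containing HEPES buffer, pH 7.45, DTT, CHAPS, BSA | Also added: Eu donor and XL665 acceptor anti-tag antibodies | Dosing: One concentration, 5 µM, in 0.5% DMSO | Timing: 4 h at 22.5 °C | Technique: TR-FRET 671 and 617 nm emission | Repeats: Singlicate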
# TPT1 inhibitor: C. albicans TPT1 enzyme inhibition; recombinant caTPT1, FP RNA substrate dephosphorylation; AID 1962; inhibition, % at 5 µM; 300,000 tested, 0.81% active;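 active = inhibition above the mean of all tested compounds plus 3 SD, set per screening campaign, cut at about 24% in these data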;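 also: plate controls were DMSO alone for no effect and ferristatin control at 100 nM for full effect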
# EBNA-1 inhibitor: blocks EBNA-1 binding to DNA; EBNA-1 DNA binding, fluorescence polarization; inhibition, % at 14.8 µM; 300,000 tested, 0.34% active; AID 1950; in the data active = inhibition above about 28%
# Starred values were filed as active, the others as inactive. This is a subset, so the mix of outcomes need not match the whole.
SMILES,PREPL inh,PP5 inh,Efflux pump mplx,CTSL1 counter,PP1 inh,ZTA DNA inh,HCV core dimer,TPT1 inhibitor,EBNA-1 inhibitor
Cc1cc2n(n1)C(c1ccccc1)CC(c1ccc(Br)cc1)=N2 (stereo not given),-26,2.4,-0.1,3,1,0,3,-1,9
O=C(NCCCN1CCOCC1)c1ccc(Sc2ccccc2Cl)c([N+](=O)[O-])c1,2,1.4,-0.8,-2,1,-11,-4,-1,2
Cc1cc(=O)oc2cc(OC(C)C(=O)Nc3nccs3)ccc12 (stereo not given),5,2.5,0.2,1,-3,-8,1,3,-27
O=C(COc1ccccc1Cl)Nc1cccnc1,-6,-2.1,0.1,-2,-5,14,5,-1,-5
Cc1cccc(Nc2n[nH]c(=S)s2)c1C,-6,0.9,0.0,-1,-2,-4,-8,-1,-9
CN(C)CCCNC(=S)N(CCN(C)C)Cc1cc2cc3c(cc2[nH]c1=O)OCCO3,11,-0.8,0.0,2,5,12,-2,1,-14
CCn1c(SC)nnc1-c1sc2cc(Cl)ccc2c1Cl,-9,-0.2,0.0,10,-1,9,12,1,-3
CC(OC(=O)c1ccc2c(=O)n3c(nc2c1)CCC3)C(=O)NC1CCCCC1C (stereo not given),-4,0.2,0.0,-1,-3,-2,3,2,0
O=C(CSc1nc(O)c(C2CCCCC2)c(=O)[nH]1)Nc1ccc(F)cc1,-4,0.5,0.1,-13,4,-3,-4,1,1
CCn1c(C)cc(/C=C2/NC(=O)N(Cc3ccccc3F)C2=O)c1C,13,4.1,0.1,3,0,-8,-5,1,3
CCOC(=O)c1sc(NC(=O)CN2CC(C)OC(C)C2)nc1C (stereo not given),19,2.2,0.1,-4,1,-4,0,1,-18
O=C(NCc1cccnc1)c1ccc(CN2CCc3ccccc3C2)cc1,-21,3.0,-0.1,0,3,1,-4,-2,-3
C=CCn1c(COc2ccccc2)nnc1SCC(=O)N/N=C/c1cc(Cl)ccc1O,-3,1.7,-0.7,2,-3,17,6,-3,-6
CCCc1nnc(NC(=O)CCC(=O)N2CCC(Cc3ccccc3)CC2)s1,-12,-0.6,0.1,3,2,6,13,1,11
CC(=O)N1CCCc2cc(S(=O)(=O)CCC(=O)N3CCN(c4ccccc4)CC3)ccc21,6,-0.9,0.2,-8,3,-7,-4,1,1
CC(C)Nc1nc(NC(C)(C)C)nc(Oc2ccc(=O)n(C)n2)n1,-9,0.6,0.0,3,1,0,0,-1,-7
Clc1ccc(-c2nc3ncccn3c2Nc2ccc3c(c2)OCCO3)cc1,0,0.5,-0.1,-3,2,14,5,-5,4
CC(C)(C)n1nnnc1C(c1cccnc1)N(Cc1ccccc1)Cc1cccs1 (stereo not given),7,5.1,0.2,2,4,-3,22,-4,-5
S=C(Nc1ccccc1)Nn1cnnc1,-4,0.5,-0.1,1,0,6,-2,0,3
COCCCNC(=O)c1ccc(N2CCOCC2)c(NS(=O)(=O)c2ccc(OC)cc2)c1,6,0.6,-0.1,1,-3,15,-1,-1,6
COc1cc(NC(=O)COC(=O)/C=C/c2ccccc2Cl)cc(OC)c1,10,2.8,-0.1,-11,-1,9,13,-1,69*
Fc1cccc(CO/N=C/c2c(-c3ccccc3)nc3ccc(Cl)cn23)c1,9,0.0,0.0,0,-2,5,-4,-1,2
CCCCC(=O)Nc1ccc(C(=O)NCCc2ccc(S(N)(=O)=O)cc2)cc1,-2,3.2,0.1,-2,-1,12,-1,-3,-15
O=C(CSc1c[nH]c2ccccc12)NC1CCCC1,4,1.6,0.0,-4,-3,8,4,3,-7
CCOc1ccc(OC(=O)c2ccc3c(=O)n4c(nc3c2)CCC4)cc1,24,0.9,0.1,9,2,-6,17,-2,-7
COc1ccccc1NC1=C(N2CCCCC2)C(=O)c2ccccc2C1=O,17,7.5,0.2,62*,1,12,12,-2,-2
Cc1onc(-c2c(F)cccc2Cl)c1C(=O)NCCN1CCNC1=O,4,2.6,0.0,-2,1,9,10,-2,-10
COCCN(C(=O)C1CC1)c1nnc(-c2cccc(C)c2)s1,15,4.5,0.1,-3,3,-1,11,-2,-7
Cn1cnnc1SCC(=O)NC(=O)NC1CCCC1,17,3.2,-0.1,-3,-4,-10,3,-2,4
O=c1[nH]c(NCc2ccccc2)nc2c1CCC2,1,-0.4,0.0,-3,-2,14,-5,-7,-7
Cc1nc2ccc(S(=O)(=O)NCC(=O)NCc3ccc4c(c3)OCO4)cc2s1,-6,3.0,0.0,1,-1,-17,0,2,-7
COc1ccc(NS(=O)(=O)c2ccc(C)cc2)c([N+](=O)[O-])c1,-10,-2.8,0.0,13,3,-13,1,-5,-1
Cc1cc(/C=N/NC(=O)c2cccc([N+](=O)[O-])c2)c(C)n1-c1ccc(Cl)cc1Cl,13,3.9,0.1,-1,8,12,26,1,-4
O=S(=O)(Nc1cc(Cl)ccc1N1CCCCC1)c1cccs1,3,1.5,-0.2,2,7,-3,8,48*,4
Cc1ccc(-c2nc(C#N)c(N3CCC(C(N)=O)CC3)o2)cc1,15,2.8,-0.1,7,-4,1,-19,-4,-4
O=C(NCc1ccc(Cl)cc1)c1csc(-c2cccnc2)n1,-15,3.0,0.1,0,1,1,11,-2,5
CCn1c(CNC(=O)c2ccccc2)nc2ccccc21,2,2.2,-0.1,-1,5,-14,1,-5,-5
Cn1c(C(=O)N2CCN(Cc3ccc4c(c3)OCO4)CC2)cc2c(=O)n(C)c3ccccc3c21,-17,1.6,0.3,0,5,-12,5,1,-10
O=C(CSc1nnc(-c2ccccc2)o1)Oc1ccc(Br)cc1,2,-2.3,0.0,-4,-1,2,3,-1,0
CCCC(C(=O)NCCC(C)C)N(Cc1ccccc1Cl)C(=O)c1snc(C(N)=O)c1N (stereo not given),2,2.3,-0.1,4,2,0,10,-5,2
Cc1ccc(N(Cc2cc3ccc(C)cc3[nH]c2=O)C(=O)c2cccs2)cc1,-20,-1.6,-0.1,3,0,-8,-1,-3,2
Cc1nonc1OCCN1CCN(c2ccccc2[N+](=O)[O-])CC1,2,2.6,0.0,-2,-1,9,-3,-1,6
COc1ccc(C)cc1NC(=O)CN(c1ccccc1F)S(C)(=O)=O,2,2.0,0.1,-2,5,-1,0,-5,4
COc1cc2c(cc1OC)CN(S(=O)(=O)c1cccc(F)c1)CC2,-11,2.1,0.1,0,8,1,-1,1,3
O=C(NCc1ccccc1)c1ccc(NC(=O)c2ccccc2F)cc1,-1,4.7,0.1,3,-3,-2,-1,0,5
Cc1cccc(NC(=S)N2CCN(c3ccc(F)cc3)CC2)c1,-2,2.1,-0.1,-4,-7,-7,-1,2,-2
CCc1cc2c(=O)n(-c3ccccc3)c(=S)[nH]c2s1,1,0.1,0.1,6,4,17,2,2,4
COC(=O)Cc1c(C)nc2nc(-c3cccnc3)[nH]n2c1=O,15,-0.6,0.2,0,-1,-9,-3,2,-3
CCCc1cc(=O)oc2c(C)c(OCC(=O)N3CCC(C(=O)O)(c4ccccc4)CC3)ccc12,7,0.8,-0.1,16,-1,-6,3,-1,5
OCC#Cc1ncc(C(F)(F)F)cc1Cl,-14,-0.1,-0.1,0,0,12,0,3,3
Cn1c(/C=N/Nc2nc3ccccc3[nH]2)nc2ccccc21,29,1.8,0.1,3,5,-12,-8,2,-11
Cc1ccc(Cl)cc1N1CCN(Cc2nnnn2Cc2ccco2)CC1,-13,3.2,-0.1,2,5,-20,2,0,-3
O=C(O)c1ccc(S(=O)(=O)c2ccc3c(c2)C(=O)N(NC(=O)c2ccc(O)cc2)C3=O)cc1,-4,2.4,0.1,-4,2,-4,-4,4,-8
CCCCc1nnc(NC(=O)CSCc2cc(=O)n3cc(C)sc3n2)s1,12,0.3,0.5,5,-3,-8,-15,-1,0
Oc1ccc(Br)cc1/C=N/Nc1ncc(-c2ccccc2)cn1,15,-1.0,0.0,3,10,-2,-1,-1,14
COc1ccc(CN2CCC(n3nccc3NC(=O)c3ccc4c(c3)OCO4)CC2)cc1C,8,1.8,0.0,-1,5,-25,-19,-4,-7
Cc1cccc(-n2ncc3c2CCCC3NC(=O)CN2CCCC2=O)c1C (stereo not given),5,3.6,2.5,2,-6,4,2,1,-3
Cc1sc2nc(CN3CCN(c4ccc(O)cc4)CC3)[nH]c(=O)c2c1C,38,1.3,0.1,4,2,-11,12,12,-10
O=C1[C@@H]2[C@H](Cc3ccc(O)cc3)N[C@]3(C(=O)Nc4ccccc43)[C@@H]2C(=O)N1c1ccc(F)cc1,5,4.1,-0.3,2,-5,4,-6,-1,0
Nc1nnc(CSCc2cccc(Br)c2)s1,-1,1.2,-0.1,2,-6,-3,5,3,3
# The listing continues:
SMILES,PREPL inh,PP5 inh,Efflux pump mplx,CTSL1 counter,PP1 inh,ZTA DNA inh,HCV core dimer,TPT1 inhibitor,EBNA-1 inhibitor
CCc1cccc2c(C(=O)Cn3nnc(-c4ccc(OC)c(OC)c4)n3)c[nH]c12,14,3.9,0.1,3,1,-9,-5,-3,-3
Cc1cc(N)nc(SCC(=O)N2C(C)CCCC2C)n1 (stereo not given),-8,1.6,0.0,-3,5,3,-1,1,2
Cn1c(COc2ccccc2)nc2ccccc21,-2,0.9,-0.1,-1,0,2,10,1,-1
O=C(CN(C(=O)c1csnn1)c1ccc(F)cc1)NCCc1ccccc1,-8,1.3,-0.1,-2,1,-7,4,-10,4
COC(=O)c1ccc2c(=O)[nH]c(COC(=O)c3c(-c4ccccc4Cl)noc3C)nc2c1,-4,0.1,0.0,-1,-3,-3,6,3,-1
CCOc1ccc(CNC(=O)CCCOc2cc(=O)n(C)c3ccccc23)cc1,-6,2.4,-0.3,0,-1,5,-2,-3,13
Cc1cccc(Nc2nc(N)nc(CCl)n2)c1,-7,0.1,0.0,-1,-1,-4,1,-2,0
CC(C)(C)n1nnnc1C(c1cccnc1)N1CCN(c2ccccc2F)CC1 (stereo not given),-5,2.8,0.0,-1,-3,1,0,0,-8
CCC(C(=O)OCC(=O)Nc1cc(C)ccc1OC)c1ccccc1 (stereo not given),-12,4.9,0.1,-3,0,-8,2,3,-12
CNS(=O)(=O)c1cc(-c2nnc(Nc3ccc(CC(N)=O)cc3)c3ccccc23)ccc1C,11,-2.5,0.0,-2,0,9,-2,-5,2
CN=c1sc2ccccc2n1CC(O)c1ccccc1 (stereo not given),-3,0.9,0.0,3,4,6,-4,-1,7
CC(Oc1ccc2c3c(c(=O)oc2c1)CCCC3)C(=O)NC1CC(C)(C)NC(C)(C)C1 (stereo not given),27,0.1,-0.2,-1,-4,1,-2,-2,-3
Cc1ccc(/C=N/NC(=O)c2nnn(-c3nonc3N)c2CN(C)c2ccccc2)s1,-1,2.5,0.0,5,5,-2,16,0,-2
O=C(NCC1COc2ccccc2O1)c1ccc(Cl)cc1 (stereo not given),-33,0.5,0.1,0,-1,8,5,-1,5
O=C1c2cccc3cccc(c23)C(=O)C1(O)O,6,1.5,0.1,18*,-5,-14,-33,-3,2
COc1ccc(C2CC(Cn3cc(C#N)c(=O)n(C)c3=O)ON2C)cc1 (stereo not given),17,1.7,0.1,0,1,8,1,-3,11

# Reprinted from the listing for reference:
SMILES,PREPL inh,PP5 inh,Efflux pump mplx,CTSL1 counter,PP1 inh,ZTA DNA inh,HCV core dimer,TPT1 inhibitor,EBNA-1 inhibitor
O=C1c2cccc3cccc(c23)C(=O)C1(O)O,6,1.5,0.1,18*,-5,-14,-33,-3,2
COc1ccc(C2CC(Cn3cc(C#N)c(=O)n(C)c3=O)ON2C)cc1 (stereo not given),17,1.7,0.1,0,1,8,1,-3,11

# With a hit mark in TPT1 inhibitor, among the entries above:
mol,PREPL inh,PP5 inh,Efflux pump mplx,HCV core dimer,TPT1 inhibitor,EBNA-1 inhibitor
O=S(=O)(Nc1cc(Cl)ccc1N1CCCCC1)c1cccs1,3,1.5,-0.2,8,48*,4
